High-throughput results deposited in PubChem by several laboratories.
RPL19A TOR yeast – modulators of TOR pathway RPL19A-GFP in S. cerevisiae. S. cerevisiae RPL19A-GFP strain, flow cytometry, 3 h; hits give low values. percent response vs DMSO, % at 10 µM. hit rate 0.3% among 330,000. AID 2025;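 active = percent response vs DMSO below 50%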;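 note: median channel GFP fluorescence of the barcoded RPL19A-GFP strain; ratio of sample median GFP to plate DMSO average so 100% = DMSO; lower means less RPL19A-GFP as with rapamycin TOR inhibition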
GRK2 inh – blocks RNA aptamer binding to human GRK2 | P25098 | bead flow cytometry, FAM-aptamer displacement from GRK2 | inhibition of aptamer binding, % at 10 µM | hit rate 0.59% among 330,000;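 active = inhibition of aptamer binding above 40%, roughly 3 SD of noise, on plates passing a quality check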;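 note: median bead fluorescence of bound FAM aptamer so fluorescent compounds give negative values; no value below 0 was filed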
Target sequence (P25098 whole entry, looked up): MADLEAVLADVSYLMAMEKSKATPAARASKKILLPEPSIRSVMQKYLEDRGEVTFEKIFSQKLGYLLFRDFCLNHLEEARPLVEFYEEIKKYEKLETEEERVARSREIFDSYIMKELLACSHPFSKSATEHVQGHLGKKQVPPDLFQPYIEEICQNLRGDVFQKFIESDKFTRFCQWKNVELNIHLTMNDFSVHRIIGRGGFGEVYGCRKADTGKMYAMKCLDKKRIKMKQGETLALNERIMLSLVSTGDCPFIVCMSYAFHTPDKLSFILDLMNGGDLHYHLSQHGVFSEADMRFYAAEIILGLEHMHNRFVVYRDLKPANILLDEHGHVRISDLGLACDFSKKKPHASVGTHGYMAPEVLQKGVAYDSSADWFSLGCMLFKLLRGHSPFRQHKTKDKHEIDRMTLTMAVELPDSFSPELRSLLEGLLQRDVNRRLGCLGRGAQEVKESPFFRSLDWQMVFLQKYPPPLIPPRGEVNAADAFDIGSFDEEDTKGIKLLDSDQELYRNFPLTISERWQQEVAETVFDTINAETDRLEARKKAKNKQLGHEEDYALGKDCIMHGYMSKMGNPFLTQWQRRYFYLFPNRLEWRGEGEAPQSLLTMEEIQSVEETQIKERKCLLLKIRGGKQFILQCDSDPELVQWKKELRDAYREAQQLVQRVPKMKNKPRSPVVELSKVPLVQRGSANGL
CIT2 TOR yeast – yeast TOR pathway CIT2-GFP modulation; S. cerevisiae CIT2-GFP strain, flow cytometry, 3 h; 100 means same as DMSO wells; GFP response vs DMSO, % at 10 µM; hit rate 0.065% among 320,000;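 active = GFP response relative to DMSO above a set limit, near the screen mean plus 3 SD, cut at about 150% in these data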;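 note: ratio of well median GFP fluorescence to mean of DMSO wells on the plate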
GASC-1 inh – human JMJD2C demethylase inhibition | GST-JMJD2C(1-420) H3K9me3 demethylation, DELFIA europium | inhibition, % at 2.35 µM | hit rate 0.069% among 330,000;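 active = more than half of a compound's replicate wells show inhibition beyond 50%, single wells judged on their own value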;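 note: signal counts dimethyl H3K9 product captured on neutravidin plate; 0% = median of DMSO wells and 100% = 0.3 times that DMSO median; strong numbers were not always called active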
Target sequence (Q9H3R0 1-420 limits assumed): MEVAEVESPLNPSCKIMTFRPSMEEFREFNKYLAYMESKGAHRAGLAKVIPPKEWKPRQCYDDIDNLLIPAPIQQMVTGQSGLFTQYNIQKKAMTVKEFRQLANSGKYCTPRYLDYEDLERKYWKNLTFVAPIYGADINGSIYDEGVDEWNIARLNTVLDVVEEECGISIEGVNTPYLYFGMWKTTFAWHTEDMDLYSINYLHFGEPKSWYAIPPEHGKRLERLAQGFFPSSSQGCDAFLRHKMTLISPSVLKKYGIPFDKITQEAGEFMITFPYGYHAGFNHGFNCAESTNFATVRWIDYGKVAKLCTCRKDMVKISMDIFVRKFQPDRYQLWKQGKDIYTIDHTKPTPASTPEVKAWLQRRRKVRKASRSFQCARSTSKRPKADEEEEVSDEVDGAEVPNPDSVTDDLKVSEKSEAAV
LAP4 TOR yeast – yeast TOR pathway LAP4-GFP modulation; S. cerevisiae LAP4-GFP multiplex, flow cytometry GFP, 3 h; median GFP as percent of DMSO wells; GFP response vs DMSO, % at 10 µM; hit rate 0.34% among 320,000; AID 2023;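 active = GFP response vs DMSO above a set limit, about the screen mean plus 3 SD, cut at about 150% in these data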
VLA-4 inh – inhibition in a human VLA-4 binding assay; P13612; VLA-4 expressing cells, ligand binding flow cytometry; inhibition, % (about 7 µM as worked out from the volumes in the protocol); hit rate 0.2% among 330,000; AID 2557; in the data active = inhibition above about 50%
AGP1 TOR yeast – yeast TOR pathway AGP1-GFP modulation | S. cerevisiae AGP1-GFP multiplex flow cytometry, 3 h; GFP as percent of DMSO wells | GFP response vs DMSO, % at 10 µM | hit rate 0.02% among 320,000;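 active = GFP response relative to DMSO above a set limit, near screen average plus 3 SD, cut at about 150% in these data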;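 note: median GFP channel fluorescence of the gated AGP1 strain per well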
MEP2 TOR yeast – yeast TOR pathway MEP2-GFP modulation | S. cerevisiae MEP2-GFP strain, flow cytometry GFP, 3 h; 100% = DMSO control level | hit rate 0.51% among 330,000 | GFP response vs DMSO, % at 10 µM;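 active = GFP response versus DMSO above a set limit, roughly screen mean plus 3 SD, cut at about 180% in these data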;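 note: median GFP fluorescence of the barcode-gated MEP2-GFP cells per well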
Numbers without * were called inactive.

`CN(C)S(=O)(=O)c1cccc(NC(=S)NCc2ccc3c(c2)OCO3)c1` gave RPL19A TOR yeast 95, GRK2 inh 0, CIT2 TOR yeast 103, GASC-1 inh 32, LAP4 TOR yeast 93, VLA-4 inh -30, AGP1 TOR yeast 96 and MEP2 TOR yeast 101.
`O=C(OC(c1ccc(NS(=O)(=O)c2ccccc2)cc1)(C(F)(F)F)C(F)(F)F)c1ccccc1` gave RPL19A TOR yeast 98, GRK2 inh 0, CIT2 TOR yeast 92, GASC-1 inh 5, LAP4 TOR yeast 112, VLA-4 inh 13, AGP1 TOR yeast 91 and MEP2 TOR yeast 194*.
CCc1cccc(CC)c1NC(=S)NCCc1c(C)[nH]c2ccc(C)cc12 was read as RPL19A TOR yeast 97, GRK2 inh 4, CIT2 TOR yeast 100, GASC-1 inh -4, LAP4 TOR yeast 102, VLA-4 inh -9, AGP1 TOR yeast 99 and MEP2 TOR yeast 105.
For CN1CCN(C(=O)c2cc3ccccc3oc2=O)CC1 the results were RPL19A TOR yeast 102, GRK2 inh 3, CIT2 TOR yeast 123, GASC-1 inh -6, LAP4 TOR yeast 96, VLA-4 inh -4, AGP1 TOR yeast 103 and MEP2 TOR yeast 99.
C/C(=N\NC(=O)c1cccc(S(=O)(=O)N2CCOCC2)c1)c1ccc(C#N)cc1 was read as RPL19A TOR yeast 96, GRK2 inh 3, CIT2 TOR yeast 98, GASC-1 inh -9, LAP4 TOR yeast 96, VLA-4 inh -2, AGP1 TOR yeast 97 and MEP2 TOR yeast 99.
For Cc1c(CCOC(=O)c2ccccc2)sc[n+]1CC(=O)c1ccc(Br)cc1 the results were RPL19A TOR yeast 104, GRK2 inh 0, CIT2 TOR yeast 95, GASC-1 inh -3, LAP4 TOR yeast 93, VLA-4 inh 5, AGP1 TOR yeast 103 and MEP2 TOR yeast 102.
For COCCN1C(=O)/C(=C2/C(=O)N(CC(=O)Nc3ccccc3Cl)c3ccccc32)SC1=S the results were RPL19A TOR yeast 98, GRK2 inh 0, CIT2 TOR yeast 95, GASC-1 inh 6, LAP4 TOR yeast 110, VLA-4 inh -8, AGP1 TOR yeast 102 and MEP2 TOR yeast 103.
`COc1ccc(C)cc1NC(=O)c1cc(S(=O)(=O)N2CCOCC2)cn1C` gave RPL19A TOR yeast 91, GRK2 inh 4, CIT2 TOR yeast 93, GASC-1 inh -8, LAP4 TOR yeast 102, VLA-4 inh 6, AGP1 TOR yeast 93 and MEP2 TOR yeast 92.
`Cc1cc(=O)oc2ccc(OCC(=O)O)cc12` gave RPL19A TOR yeast 102, GRK2 inh 7, CIT2 TOR yeast 101, GASC-1 inh 1, LAP4 TOR yeast 96, VLA-4 inh -11, AGP1 TOR yeast 105 and MEP2 TOR yeast 102.
Screening C[C@@H]1COC(=O)CCC/C=C\C[C@@H](CC(=O)N(CCO)Cc2ccccc2)C(=O)N1 returned RPL19A TOR yeast 104, GRK2 inh 0, CIT2 TOR yeast 95, LAP4 TOR yeast 103, VLA-4 inh -8, AGP1 TOR yeast 99 and MEP2 TOR yeast 100.
`COc1ccc(C2(CCN=Cc3ccc(N(C)C)cc3)CCOC(C)(C)C2)cc1` (centres undefined) gave RPL19A TOR yeast 102, GRK2 inh 0, CIT2 TOR yeast 112, GASC-1 inh -3, LAP4 TOR yeast 110, VLA-4 inh -8, AGP1 TOR yeast 107 and MEP2 TOR yeast 109.
`Cc1ccc(S(=O)(=O)NCC(=O)Nc2ccc3c(c2)OCO3)cc1` gave RPL19A TOR yeast 107, GRK2 inh 0, CIT2 TOR yeast 103, GASC-1 inh 0, LAP4 TOR yeast 93, VLA-4 inh 5, AGP1 TOR yeast 103 and MEP2 TOR yeast 113.

4 records picked at random from those above, as already listed:
`Cc1ccc(S(=O)(=O)NCC(=O)Nc2ccc3c(c2)OCO3)cc1` gave RPL19A TOR yeast 107, GRK2 inh 0, CIT2 TOR yeast 103, GASC-1 inh 0, LAP4 TOR yeast 93, VLA-4 inh 5, AGP1 TOR yeast 103 and MEP2 TOR yeast 113.
For CN1CCN(C(=O)c2cc3ccccc3oc2=O)CC1 the results were RPL19A TOR yeast 102, GRK2 inh 3, CIT2 TOR yeast 123, GASC-1 inh -6, LAP4 TOR yeast 96, VLA-4 inh -4, AGP1 TOR yeast 103 and MEP2 TOR yeast 99.
For COCCN1C(=O)/C(=C2/C(=O)N(CC(=O)Nc3ccccc3Cl)c3ccccc32)SC1=S the results were RPL19A TOR yeast 98, GRK2 inh 0, CIT2 TOR yeast 95, GASC-1 inh 6, LAP4 TOR yeast 110, VLA-4 inh -8, AGP1 TOR yeast 102 and MEP2 TOR yeast 103.
For Cc1c(CCOC(=O)c2ccccc2)sc[n+]1CC(=O)c1ccc(Br)cc1 the results were RPL19A TOR yeast 104, GRK2 inh 0, CIT2 TOR yeast 95, GASC-1 inh -3, LAP4 TOR yeast 93, VLA-4 inh 5, AGP1 TOR yeast 103 and MEP2 TOR yeast 102.

Next section
Screening Cc1nc(NC(=O)c2cncc(Br)c2)ccc1Br returned RPL19A TOR yeast 104, GRK2 inh 0, CIT2 TOR yeast 102, GASC-1 inh 0, LAP4 TOR yeast 92, VLA-4 inh -7, AGP1 TOR yeast 98 and MEP2 TOR yeast 105.
`COc1ccccc1N1CCN(C2CCCN(C(=O)c3ccoc3C)C2)CC1` (centres undefined) gave RPL19A TOR yeast 98, GRK2 inh 0, CIT2 TOR yeast 100, GASC-1 inh 5, LAP4 TOR yeast 98, VLA-4 inh 11, AGP1 TOR yeast 95 and MEP2 TOR yeast 98.
Screening O=C(Nc1nc2ccccc2s1)c1ccc(OCC2CCCO2)cc1 (centres undefined) returned RPL19A TOR yeast 107, GRK2 inh 0, CIT2 TOR yeast 98, GASC-1 inh -8, LAP4 TOR yeast 103, AGP1 TOR yeast 100 and MEP2 TOR yeast 114.
COC(=O)NCc1ccc(S(=O)(=O)N2CCOCC2)cc1 was read as RPL19A TOR yeast 101, GRK2 inh 72*, CIT2 TOR yeast 98, GASC-1 inh -11, LAP4 TOR yeast 97, VLA-4 inh -1, AGP1 TOR yeast 95 and MEP2 TOR yeast 94.
`O=C(C(Cl)Cl)N1CCN(Cc2ccc3c(c2)OCO3)CC1` gave RPL19A TOR yeast 107, GRK2 inh 0, CIT2 TOR yeast 99, GASC-1 inh 9, LAP4 TOR yeast 100, VLA-4 inh 4, AGP1 TOR yeast 101 and MEP2 TOR yeast 110.
CCn1c(CCNC(=O)c2ccccc2Cl)n[nH]c1=S was read as RPL19A TOR yeast 104, GRK2 inh 1, CIT2 TOR yeast 115, GASC-1 inh 1, LAP4 TOR yeast 108, VLA-4 inh 1 and MEP2 TOR yeast 112.
For CCOc1c(Cl)cc(CNC(C)(C)CC(C)(C)C)cc1OC the results were RPL19A TOR yeast 97, GRK2 inh 0, CIT2 TOR yeast 100, GASC-1 inh 64, LAP4 TOR yeast 97, VLA-4 inh 6 and MEP2 TOR yeast 101.
Screening CCCCNC(=O)N1CCN(c2ccccc2OC)CC1 returned RPL19A TOR yeast 105, GRK2 inh 0, CIT2 TOR yeast 101, GASC-1 inh -11, LAP4 TOR yeast 93, VLA-4 inh 5, AGP1 TOR yeast 93 and MEP2 TOR yeast 105.
Cc1cc(=O)oc2cc(Oc3ccc([N+](=O)[O-])cc3[N+](=O)[O-])ccc12 was read as RPL19A TOR yeast 103, GRK2 inh 0, CIT2 TOR yeast 101, GASC-1 inh -27, LAP4 TOR yeast 98, VLA-4 inh -1, AGP1 TOR yeast 101 and MEP2 TOR yeast 103.
For Cc1cccc(C(=O)Nc2ccc(C(=O)N/N=C/c3cccc(C)n3)cc2)c1 the results were RPL19A TOR yeast 99, GRK2 inh 0, CIT2 TOR yeast 93, GASC-1 inh 10, LAP4 TOR yeast 92, VLA-4 inh 5, AGP1 TOR yeast 95 and MEP2 TOR yeast 99.
Cc1nn(-c2ccccc2)c(C)c1C(=O)NCCc1ccccc1 was read as RPL19A TOR yeast 98, GRK2 inh 0, CIT2 TOR yeast 99, GASC-1 inh -22, LAP4 TOR yeast 97, VLA-4 inh 5, AGP1 TOR yeast 94 and MEP2 TOR yeast 102.
For COc1ccc(NC(=O)c2csc3c2CCCCC3)c(OC)c1 the results were RPL19A TOR yeast 104, GRK2 inh 6, CIT2 TOR yeast 93, GASC-1 inh -1, LAP4 TOR yeast 103, VLA-4 inh 0, AGP1 TOR yeast 98 and MEP2 TOR yeast 89.
Screening O=C(Cn1cnc2ccccc21)N/N=C/c1cccnc1 returned RPL19A TOR yeast 98, GRK2 inh 0, CIT2 TOR yeast 101, GASC-1 inh -2, LAP4 TOR yeast 100, VLA-4 inh 0, AGP1 TOR yeast 100 and MEP2 TOR yeast 96.
For Cc1cccc(Cn2c(N(C)CCO)nc3c2c(=O)[nH]c(=O)n3C)c1 the results were RPL19A TOR yeast 106, GRK2 inh 0, CIT2 TOR yeast 104, GASC-1 inh -3, LAP4 TOR yeast 110, VLA-4 inh 1, AGP1 TOR yeast 113 and MEP2 TOR yeast 108.
`CCOc1ccc(-c2cc(N3C(=O)Nc4ccccc4N3O)on2)cc1` gave RPL19A TOR yeast 101, GRK2 inh 17, CIT2 TOR yeast 99, GASC-1 inh -1, LAP4 TOR yeast 101, VLA-4 inh -3, AGP1 TOR yeast 103 and MEP2 TOR yeast 99.
COc1ccc(CSc2nnnn2-c2ccc(C(=O)O)cc2)cc1 was read as RPL19A TOR yeast 99, GRK2 inh 0, CIT2 TOR yeast 94, GASC-1 inh 75, LAP4 TOR yeast 116, VLA-4 inh 0, AGP1 TOR yeast 93 and MEP2 TOR yeast 114.
`Fc1ccc(-c2cn3cc(C(F)(F)F)cc(Cl)c3n2)cc1` gave RPL19A TOR yeast 99, GRK2 inh 2, CIT2 TOR yeast 103, GASC-1 inh 2, LAP4 TOR yeast 103, VLA-4 inh 13, AGP1 TOR yeast 96 and MEP2 TOR yeast 111.
For CN(C)/C=C/C(=O)c1cccc(Oc2ncccn2)c1 the results were RPL19A TOR yeast 98, GRK2 inh 4, CIT2 TOR yeast 97, GASC-1 inh 2, LAP4 TOR yeast 92, VLA-4 inh 16, AGP1 TOR yeast 97 and MEP2 TOR yeast 102.
Screening O=C(CCc1ccc(S(=O)(=O)N2CCOCC2)cc1)NCCCN1CCCC1=O returned RPL19A TOR yeast 108, GRK2 inh 0, GASC-1 inh 6, LAP4 TOR yeast 109, VLA-4 inh 2, AGP1 TOR yeast 105 and MEP2 TOR yeast 100.
Cc1cc(C)n2nc(CNS(=O)(=O)c3cccc([N+](=O)[O-])c3)nc2n1 was read as RPL19A TOR yeast 102, GRK2 inh 1, CIT2 TOR yeast 100, GASC-1 inh 2, LAP4 TOR yeast 108, VLA-4 inh 3, AGP1 TOR yeast 103 and MEP2 TOR yeast 102.
Screening COc1cc(/C=N/N=C2/C(=O)Nc3ccccc32)ccc1O returned RPL19A TOR yeast 106, GRK2 inh 0, CIT2 TOR yeast 107, GASC-1 inh -1, LAP4 TOR yeast 102, VLA-4 inh -8, AGP1 TOR yeast 108 and MEP2 TOR yeast 101.
Cc1ccc(CNc2cc(C(=O)O)ccc2Cl)s1 was read as RPL19A TOR yeast 101, GRK2 inh 0, CIT2 TOR yeast 85, GASC-1 inh 27, LAP4 TOR yeast 119, VLA-4 inh -30, AGP1 TOR yeast 88 and MEP2 TOR yeast 130.

For reference, part of the list above:
Screening O=C(Cn1cnc2ccccc21)N/N=C/c1cccnc1 returned RPL19A TOR yeast 98, GRK2 inh 0, CIT2 TOR yeast 101, GASC-1 inh -2, LAP4 TOR yeast 100, VLA-4 inh 0, AGP1 TOR yeast 100 and MEP2 TOR yeast 96.
For Cc1cccc(Cn2c(N(C)CCO)nc3c2c(=O)[nH]c(=O)n3C)c1 the results were RPL19A TOR yeast 106, GRK2 inh 0, CIT2 TOR yeast 104, GASC-1 inh -3, LAP4 TOR yeast 110, VLA-4 inh 1, AGP1 TOR yeast 113 and MEP2 TOR yeast 108.
